Compound activity: PubChem, several laboratories
PHOSPHO1 block – blocks human PHOSPHO1 phosphatase activity; Q8TCT1; recombinant PHOSPHO1, absorbance phosphatase assay; inhibition, % at 13.3 µM; 1.1% of 290,000 active; in the data active means inhibition above about 60%
pCIP destab – compounds decreasing mouse p/CIP protein stability | Q05BA5 | decrease of EGFP signal, % at 10 µM | 0.01% of 290,000 active | AID 1984 | F442A p/CIP-EGFP cells, EGFP fluorescence, 16 h;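 active means EGFP signal decrease of at least 30% at 10 µM or well 3 SD below plate mean, unless failing retest; inactive means the rest, including hits failing retest or dose response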; further: some compounds called inactive have numbers as strong as hits; many of its hits are not listed in these tables
IDE cell activ – boosts human insulin-degrading enzyme activity in HEK cells; FAbeta-B cleavage, fluorescence polarization; 0% vehicle, 100% cell-free pure enzyme wells; activation, % at 5.96 µM; 0.073% of 340,000 active;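 active means activation above the mean of all tested compounds plus 3 SD, set per screening campaign, cut at about 17% in these data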
Target sequence (P14735 whole entry, looked up): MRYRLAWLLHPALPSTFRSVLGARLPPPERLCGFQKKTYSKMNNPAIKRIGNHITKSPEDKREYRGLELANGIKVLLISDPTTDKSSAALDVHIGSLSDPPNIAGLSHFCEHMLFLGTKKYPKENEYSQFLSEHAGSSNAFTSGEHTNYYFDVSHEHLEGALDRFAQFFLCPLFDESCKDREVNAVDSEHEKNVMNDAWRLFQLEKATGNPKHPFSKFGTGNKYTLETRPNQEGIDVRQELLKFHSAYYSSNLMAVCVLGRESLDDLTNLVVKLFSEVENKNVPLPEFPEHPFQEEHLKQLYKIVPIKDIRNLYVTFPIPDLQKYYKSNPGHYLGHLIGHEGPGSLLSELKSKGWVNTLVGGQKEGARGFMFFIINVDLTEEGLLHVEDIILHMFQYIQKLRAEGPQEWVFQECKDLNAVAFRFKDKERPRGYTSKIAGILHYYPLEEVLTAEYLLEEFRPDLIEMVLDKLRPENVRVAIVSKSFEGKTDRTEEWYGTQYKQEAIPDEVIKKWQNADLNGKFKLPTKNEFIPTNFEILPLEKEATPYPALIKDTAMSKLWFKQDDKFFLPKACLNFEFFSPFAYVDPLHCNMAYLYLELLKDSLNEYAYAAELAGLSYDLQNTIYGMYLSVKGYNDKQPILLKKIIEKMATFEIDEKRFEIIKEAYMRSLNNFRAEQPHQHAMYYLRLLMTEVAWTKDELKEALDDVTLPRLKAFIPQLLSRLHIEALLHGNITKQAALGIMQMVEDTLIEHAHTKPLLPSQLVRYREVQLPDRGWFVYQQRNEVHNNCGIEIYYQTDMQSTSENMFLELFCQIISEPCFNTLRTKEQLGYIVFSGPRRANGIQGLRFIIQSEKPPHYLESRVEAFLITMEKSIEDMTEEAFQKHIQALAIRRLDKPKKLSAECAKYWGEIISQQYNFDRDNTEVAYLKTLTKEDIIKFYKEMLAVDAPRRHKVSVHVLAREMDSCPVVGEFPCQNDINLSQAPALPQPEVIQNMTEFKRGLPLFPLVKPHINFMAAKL
M18AAP inhibitor – blocks P. falciparum M18 aspartyl aminopeptidase | AID 1822 | 1.2% of 290,000 active | inhibition, % at 7.35 µM | recombinant PfM18AAP, H-Glu-NHMec fluorogenic cleavage;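 active means inhibition above the campaign mean inhibition over all tested compounds plus 3 SD, cut at about 28% in these data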;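 further: 0% = plate median of test compound wells and 100% = 2 mM ZnCl2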
NALP1 yeast inh – NALP1 inhibition; S. cerevisiae NALP1/ASC/caspase-1 growth, X-gal OD620, 72 h; inhibition, % at 10 µM; 0.61% of 280,000 active; in the data active means inhibition mostly above about 24%, no sharp cut-off; inactive means mostly below about 32%; further: some compounds called inactive have numbers as strong as hits
GPR7 antag – human neuropeptides B/W receptor 1 antagonism; P48145; GPR7-expressing cells, fluorescence antagonist assay; inhibition, % at 4.4 µM; 1.1% of 290,000 active; AID 1861; in the data active means inhibition above about 16%, passing the limit was not always enough;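 further: cells stimulated with the agonist NPW; 0% = agonist with vehicle and 100% = vehicle without agonist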
IDE inh – inhibits human insulin-degrading enzyme in HEK cells. 0.41% of 320,000 active. inhibition, % at 5.59 µM. FAbetaB cleavage, fluorescence polarization. AID 434962;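 active means percent inhibition above the average of all tested compounds plus 3 SD, set per screening campaign, cut at about 16% in these data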;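 further: IDE supplied by intact live HEK cells; FP after avidin binding of uncleaved biotin substrate so inhibition keeps polarization high; 0% = DMSO wells and 100% = 60 µM reference IDE inhibitor Ii1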
VIM-2 inh – inhibitors of Pseudomonas aeruginosa VIM-2 metallo-beta-lactamase. inhibition, % at 5.6 µM. AID 1527. purified VIM-2, nitrocefin hydrolysis, epi-absorbance fluorescence. 0.89% of 290,000 active;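 active means inhibition above the mean of all tested compounds plus 3 SD, cutoff set per screening run, cut at about 7.5% in these data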;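 further: red hydrolysis product quenches plate fluorescence so inhibitors raise well fluorescence; 0% = enzyme with DMSO and 100% = DMSO without enzyme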
IMP-1 inh – blocks Pseudomonas aeruginosa IMP-1 metallo-beta-lactamase; purified IMP-1, nitrocefin hydrolysis, epi-absorbance fluorescence; inhibition, % at 5.6 µM; 0.45% of 290,000 active; AID 1556;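 active means inhibition above the mean plus 3 SD of all compounds in the same screening run, cut at about 4.5% in these data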;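 further: 0% = IMP-1 with DMSO and 100% = DMSO wells lacking enzyme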
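assay system = purified recombinant IMP-1 metallo-beta-lactamase enzyme | schedule = 15 min preincubation plus 25 min reaction at 25 °C | signal = Epi-absorbance fluorescence, 480 nm excitation, 530 nm emission | read-out basis = percent inhibition from optical density relative to buffer-blank wells | controls = IMP-1 with DMSO as 0%, enzyme-free DMSO as 100%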
An asterisk follows results filed as active; . = not tested or not shown. Not a hit list (roughly 5.3% active in at least one column).

A first look, 3 compounds:
SMILES	PHOSPHO1 block	pCIP destab	IDE cell activ	M18AAP inhibitor	NALP1 yeast inh	GPR7 antag	IDE inh	VIM-2 inh	IMP-1 inh
CCCc1sc(N/N=C/c2ccccn2)nc1-c1ccc(Br)cc1	-1.1	-4.7	0.7	-8.9	3.6	-13.8	5.4	-4.6	-2.1
Nc1cc(-c2cccc([N+](=O)[O-])c2)[nH]n1	7.7	-10.5	0.5	-1.8	20.3	-6.2	-2.1	0.9	-3.8
CSc1ccc(CNc2cccc3ccccc23)cc1	40.2	-0.2	0.2	-27.2	16.6	2.6	-5.5	1.3	-2.0

Results, repeating the preview:
SMILES	PHOSPHO1 block	pCIP destab	IDE cell activ	M18AAP inhibitor	NALP1 yeast inh	GPR7 antag	IDE inh	VIM-2 inh	IMP-1 inh
CCCc1sc(N/N=C/c2ccccn2)nc1-c1ccc(Br)cc1	-1.1	-4.7	0.7	-8.9	3.6	-13.8	5.4	-4.6	-2.1
Nc1cc(-c2cccc([N+](=O)[O-])c2)[nH]n1	7.7	-10.5	0.5	-1.8	20.3	-6.2	-2.1	0.9	-3.8
CSc1ccc(CNc2cccc3ccccc23)cc1	40.2	-0.2	0.2	-27.2	16.6	2.6	-5.5	1.3	-2.0
Cc1cccc(N2CCN(S(=O)(=O)c3c(C)[nH]c(C)c3C(=O)N3CCCC3)CC2)c1C	26.3	6.8	-1.9	11.5	14.1	23.9	5.4	0.5	1.4
Cc1ccc(NC2=NC(c3ccc(O)cc3)n3c(nc(C)cc3=O)N2)cc1 (configuration not stated)	6.6	-11.6	-1.6	-0.7	3.4	3.0	-5.7	-3.6	-2.0
CC(C)OCCCn1c(=NC(=O)c2ccncc2)c(C#N)cc2c(=O)n3ccccc3nc21	97.5*	-12.1	-0.3	-2.2	15.4	-2.6	0.5	0.8	0.9
S=C(NCCCn1ccnc1)Nc1ccc(Cl)cc1Cl	32.2	6.9	5.4	-10.5	-20.1	6.1	4.8	-1.1	-1.7
C[C@@H](NC(=O)C1(c2ccccc2)CCN(C(=O)OC(C)(C)C)CC1)C(=O)N[C@@H](Cc1ccccc1)C(=O)O	13.1	4.1	4.1	-7.0	-15.5	7.6	3.9	-3.2	-2.9
NC(=O)c1ccc(NC(=O)COC(=O)c2ccc3c(c2)OCCO3)cc1	14.9	-9.2	2.8	-12.3	.	2.4	-0.1	-3.0	-1.1
C[N+](C)(C)CCCN(Cc1ccc2c(c1)OCO2)C(=O)NC1CCCCC1	-99.7	-12.3	4.4	5.7	29.1	-12.5	5.4	-3.8	-2.9
CCCn1cc(CN2CCC(N3CCC(C(=O)N4CCOCC4)CC3)CC2)c(C)n1	31.8	1.0	5.9	0.2	-25.6	-10.7	4.1	-2.2	-3.0
Cc1nn(S(=O)(=O)c2cccs2)c(C)c1Sc1ccc([N+](=O)[O-])cc1	-2.9	-16.9	3.3	-0.2	8.2	4.9	0.7	-1.5	-2.5
CC(=O)Nc1sc2c(c1-c1nc3ccccc3s1)CCN(C(C)C)C2	27.7	-268.1	-24.4	10.9	47.8*	-5.3	6.0	17.8*	4.5*
CCCCn1c(N2CCCC2)nc2c1c(=O)[nH]c(=O)n2C	32.6	-2.9	4.0	-8.8	-1.1	-8.7	-3.1	-1.1	-2.3
Cc1ccc(-n2nc(C(=O)N/N=C/c3cccc(C(F)(F)F)c3)c3ccccc3c2=O)cc1C	-29.8	0.4	.	0.9	28.5	-18.7	6.4	-3.3	-2.4
COc1ccc(CCNC(=O)CC(C)(C)CC2=NS(=O)(=O)c3ccccc3N2)cc1OC	46.9	-16.1	4.4	-8.6	23.3	-3.1	3.3	-1.1	0.1
CC(c1ccccc1)n1c(-c2ccccc2F)n[nH]c1=S (configuration not stated)	-137.3	2.9	5.9	2.3	-1.0	-17.8	2.5	9.1*	6.4*
O=c1c2ccccc2ncn1CCCSc1ccc(Cl)cc1	-5.2	-10.1	8.5	0.9	8.7	9.4	3.4	-0.5	-2.8
O=C(Cc1ccccc1)Nn1cnc2ccccc21	23.2	-3.4	2.2	5.2	13.9	-15.2	-2.0	-4.0	-3.0
COc1ccc(C(=O)Nn2cnnc2)cc1OC	46.4	-9.1	3.9	43.1*	.	-18.2	-2.5	-2.4	-1.5
CC(C)NS(=O)(=O)c1ccc(OCC(=O)N2CCCC2)cc1	-5.8	-6.2	-2.9	-6.0	-3.9	1.2	9.2	-1.2	-2.1
CCOc1ccc(/C=C2/Sc3ccc(C(=O)NCC4CCCO4)cc3N(C)C2=O)cc1OC (configuration not stated)	35.5	-4.0	2.0	11.3	22.3	-11.9	-0.2	8.6*	0.0
Cc1cc(C)nc(-n2nc(C)cc2NC(=O)CNC2CCCCC2)n1	8.2	9.8	-3.7	-7.9	.	-0.6	3.3	5.1	-3.3
CCc1nnc(NC(=O)CSc2nc3c([nH]c4ccccc43)c(=O)n2CCOC)s1	19.2	-13.0	-3.6	6.9	3.0	4.7	1.3	-3.0	-1.8
COc1cc(C(=O)NNC(=O)Cc2ccc(S(=O)(=O)N3CCOCC3)s2)cc(OC)c1OC	38.3	8.2	-1.8	1.0	14.6	-13.8	2.6	-1.8	-2.2
O=C(CN1CCC(O)(c2ccc3c(c2)OCO3)CC1)NC1CCCCC1	36.7	-5.4	5.2	-13.1	-10.0	-5.5	-1.7	0.2	-2.4
O=C(Cn1nnc2ccccc21)C1CC1	13.6	-6.7	-0.8	0.7	4.0	-6.6	-1.0	-0.5	-1.1
CC(=O)Nc1cc2c(cc1[N+](=O)[O-])OCCO2	-0.9	13.1	0.9	2.3	-3.6	-2.8	-0.5	1.2	1.1
COc1cc(NC(=O)c2cccnc2SC)cc(OC)c1OC	23.6	-1.5	0.8	-6.9	17.7	-0.8	1.1	-1.6	-2.5
COc1ccc(/C=C(\C#N)C(=O)OCC(=O)NC(=O)NCCC(C)C)cc1	-8.8	3.6	2.4	-3.0	6.1	7.7	0.8	-1.0	0.4
O=C(OCc1nc2scc(-c3ccccc3)c2c(=O)[nH]1)c1cccc([N+](=O)[O-])c1	-4.5	-2.3	3.0	-5.4	30.0	-9.5	-4.9	-0.4	-3.5
COc1cc(C2C(C(C)=O)=C(O)C(=O)N2CCc2ccc(OC)c(OC)c2)ccc1O (configuration not stated)	2.8	8.0	3.0	7.5	12.2	-14.8	0.1	-2.7	-3.6
O=C(CC(Cc1ccccc1)c1ccco1)NC1CCCCC1 (configuration not stated)	-11.5	0.4	2.3	-1.2	8.0	-0.6	0.0	-2.0	-2.6
COc1ccc(C2/C=C\CN(S(=O)(=O)c3cccc4cccnc34)CC(=O)N2Cc2ccc(F)cc2)cc1 (configuration not stated)	6.5	-9.7	-0.8	.	.	.	-0.2	.	.
COC(=O)COc1cccc2c(=O)n(CC(=O)Nc3ccc4c(c3)OCCO4)ccc12	35.7	-4.8	3.6	0.0	-2.8	-11.0	0.9	-1.9	-2.3
Cc1c(N=Cc2c(O)n(C3CCCCC3)c(=O)[nH]c2=O)c(=O)n(-c2ccccc2)n1C	3.6	-5.5	0.1	-15.5	4.3	-4.9	2.1	-1.9	-2.3
Cc1ccnc(NC(=O)Cc2ccc(F)cc2)n1	29.7	-1.7	-0.1	-13.5	.	5.2	-3.2	0.6	0.1
CCc1ccc(C2C(C#N)=C(N)OC3=C2C(=O)CCC3)s1 (configuration not stated)	-20.2	-4.8	2.4	21.2	-5.1	2.9	1.6	-4.6	-6.5
CCOc1ccc(NC(=O)CCS(=O)(=O)c2cccc3nsnc23)cc1	-17.5	4.2	5.0	-3.3	4.3	16.4	3.5	2.1	0.0
O=C(Nc1ccc(O)cc1)c1ccc(NC(=O)c2cccs2)cc1	36.0	1.9	3.6	-5.8	11.7	17.4	0.2	-1.1	-1.9
CCOc1ccc(-c2nnc3ccc(SCC(=O)Nc4nc5ccccc5s4)nn23)cc1	-23.5	8.6	-3.0	-2.0	20.9	-6.0	-3.4	-2.8	-5.6
O=C(c1ccc(Cl)c([N+](=O)[O-])c1)N1CCN(C(=O)c2ccco2)CC1	-13.4	8.2	5.7	-1.2	3.0	-11.8	-1.2	-1.6	-2.0
FC(F)(F)c1cnc(COc2ccc(Cl)cc2Cl)c(Cl)c1	37.0	-6.0	1.6	6.9	.	-8.8	2.2	-0.1	-1.1
O=C(O)COc1ccc(Br)cc1/C=N/O	-1.6	11.6	2.9	5.3	11.9	1.8	2.8	-2.7	-5.3
CCC1CCCCN1CCCNC(=O)c1cn(CC)c2ccc(S(=O)(=O)N3CCc4ccccc4C3)cc2c1=O (configuration not stated)	-5.1	-7.8	1.0	8.8	1.2	-8.0	-4.1	1.5	1.8
O=C(NC1(C(F)(F)F)NC(=O)N(C2CCCCC2)C1=O)c1cccs1 (configuration not stated)	0.2	1.2	2.8	1.4	-12.4	-12.7	-2.8	-1.1	-0.9
O=C(Cc1cccs1)Nc1ccc(C(=O)O)cc1	1.7	-11.9	2.0	2.9	-3.0	-6.0	-4.8	1.0	-0.6
C#CC1(O)CC(C)NCC1(C)CCC#N (configuration not stated)	10.9	-36.8	6.8	2.0	10.1	-2.7	8.9	-1.9	-2.6
COc1ccc(N2CCCCn3c2nc2c3c(=O)[nH]c(=O)n2C)cc1	5.5	-0.3	4.5	-5.4	-2.1	-5.7	3.3	2.4	-1.4
Cc1ccccc1Oc1ccc(NC(=O)C2CC=CCC2C(=O)O)cc1 (configuration not stated)	6.2	-4.2	-2.4	-2.6	22.5	-5.9	8.0	-3.3	-1.4
CCc1nc2ccccc2n1CCC(=O)O	-4.4	-3.0	4.5	3.7	-0.7	-12.0	-1.2	-2.6	-4.0
Cc1c(N2C(=O)CSC2c2ccccc2)c(=O)n(-c2ccccc2)n1C (configuration not stated)	41.5	-5.2	1.8	1.2	-0.2	-3.6	0.9	-2.9	-1.7
CN(C)CCN(Cc1ccco1)C(=O)c1oc2ccccc2c1NC(=O)COc1ccccc1	30.2	-22.7	4.3	-2.7	15.8	21.8	1.2	1.9	-2.9
CSC1=NCCN1C(=O)c1ccc(S(=O)(=O)N2CCOCC2)cc1	-15.2	-8.6	-0.3	0.6	6.1	-6.6	0.8	-4.6	-3.5
COc1ccc(OC)c(S(=O)(=O)NC(N)=NCCc2ccccc2OC)c1	-2.0	0.2	.	-5.5	-16.7	-0.8	2.5	-0.3	-0.2
CNC(=O)CSc1nc2cc(S(=O)(=O)Nc3ccc(OC)cc3)ccc2o1	25.0	-4.6	1.5	1.5	-7.8	1.4	-3.3	-2.0	-0.9
Clc1ccccc1Cn1nnc(-c2cccs2)n1	19.8	-4.8	1.0	4.3	-9.6	-2.0	3.5	-1.1	-0.8
O=C(N/N=C/c1cccc(O)c1)c1cc(-c2ccccc2)nc2ccccc12	37.1	-1.6	5.4	2.6	-4.3	-8.8	-0.5	-0.8	-3.0
Fc1ccc(/C=N/n2cnn(Cc3ccccc3Cl)c2=S)cc1	-106.7	-6.7	-4.1	40.9*	11.8	6.2	0.8	-1.6	0.0
Cc1ccc(Oc2ccc3c(c2)C(=O)N(c2cccc4cccnc24)C3=O)cc1	7.4	2.4	6.1	14.3	16.4	-4.2	-3.0	30.9*	0.6
CCc1nnc(NC(=O)CSc2nnc(C)n2Cc2ccccc2)s1	-7.1	5.8	5.2	0.2	14.2	-5.0	6.2	-2.3	-1.4
